Assay outcomes: PubChem, National Center for Advancing Translational Sciences (NCATS)
FEN1 inh: qHTS Assay for the Inhibitors of Human Flap endonuclease 1 (FEN1); P39748; Recombinant FEN1 flap cleavage, fluorescence, 15 min; Potency, µM (highest dose often 114 µM), inactives show at the top dose activity change, negative = inhibition, hits mostly inhibitors; hit rate 0.35% among 390,000; note: nearly all actives have a fitted effect of over 65% in size
Target sequence (P39748 whole entry, looked up): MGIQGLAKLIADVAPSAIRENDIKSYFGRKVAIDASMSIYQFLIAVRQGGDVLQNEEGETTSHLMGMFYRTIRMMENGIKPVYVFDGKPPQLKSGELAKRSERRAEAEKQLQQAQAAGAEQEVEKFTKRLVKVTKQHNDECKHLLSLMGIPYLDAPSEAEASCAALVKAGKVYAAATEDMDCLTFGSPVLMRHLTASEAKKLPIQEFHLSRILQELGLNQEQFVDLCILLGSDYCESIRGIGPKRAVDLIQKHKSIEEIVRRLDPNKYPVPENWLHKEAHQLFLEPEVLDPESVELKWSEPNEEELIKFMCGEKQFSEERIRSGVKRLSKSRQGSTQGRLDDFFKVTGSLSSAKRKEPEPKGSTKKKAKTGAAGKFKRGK
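FEN1 at 10 nM, compound pretreatment for 15 min (room temperature), 50 nM final substrate to initiate; endpoint reads at 0 and 15 min; DMSO-only plates used as vehicle background.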
TDP1 block: qHTS Assay for Inhibitors of Tyrosyl-DNA Phosphodiesterase (TDP1); Tyrosyl-DNA phosphodiesterase 1 (Homo sapiens), Q9NUW8; Potency, µM (titrated, usually from 130 µM), for inactives: top-dose activity change, negative = inhibition, most hits filed as inhibitors; hit rate 0.28% among 350,000; AID 485290, 2010; recombinant TDP1, AlphaScreen DNA substrate cleavage; note: nearly all actives have a fitted effect of over 40% in size
Target sequence (Q9NUW8 whole entry, looked up): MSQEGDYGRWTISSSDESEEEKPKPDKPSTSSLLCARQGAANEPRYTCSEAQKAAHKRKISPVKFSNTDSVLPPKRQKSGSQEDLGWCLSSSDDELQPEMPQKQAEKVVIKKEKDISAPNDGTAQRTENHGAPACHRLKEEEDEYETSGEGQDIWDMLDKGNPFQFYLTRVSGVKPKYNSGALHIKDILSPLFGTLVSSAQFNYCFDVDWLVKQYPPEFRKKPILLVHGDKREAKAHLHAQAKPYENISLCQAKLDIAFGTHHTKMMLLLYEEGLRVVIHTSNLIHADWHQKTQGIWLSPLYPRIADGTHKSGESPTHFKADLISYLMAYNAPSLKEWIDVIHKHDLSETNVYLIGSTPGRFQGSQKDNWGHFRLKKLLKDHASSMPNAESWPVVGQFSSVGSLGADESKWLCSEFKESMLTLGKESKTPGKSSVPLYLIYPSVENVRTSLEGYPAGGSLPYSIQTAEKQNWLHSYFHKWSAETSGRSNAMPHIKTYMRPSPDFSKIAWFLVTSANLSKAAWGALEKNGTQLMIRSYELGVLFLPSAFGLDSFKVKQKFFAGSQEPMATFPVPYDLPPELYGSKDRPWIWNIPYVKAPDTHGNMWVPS
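Recombinant E. coli-expressed Tdp1 (1 nM) preincubated with compound 15 min at RT, then 5'-biotin/3'-phosphotyrosine-FITC DNA substrate (15 nM) added for 5 min. AlphaScreen beads (10 ug/ml) added, 10 min RT; tyrosine-FITC cleavage read as signal loss.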
N370S GC mod: qHTS Assay for Inhibitors and Activators of N370S glucocerebrosidase as a Potential Chaperone Treatment of Gaucher Disease; Potency, µM (top dose mostly 59.4 µM), without a hit: at the top dose activity change, negative = inhibition, usual class: inhibitors; N370S GC spleen homogenate, 4MU-glucoside fluorescence; hit rate 0.092% among 330,000; Lysosomal acid glucosylceramidase (Homo sapiens), P04062;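 note: 0% = full enzyme activity and -100% = no enzyme basal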
Active calls of the source: *; u = inconclusive; x = no result given; & = joins results of further samples; [ ] = dose if it differs, or a comment. Calls come from the whole dose curve; as a rule, active = well fitted curve in the direction sought with a large enough effect; inconclusive = small, poorly fitted or top-dose-only effect, or another doubt; inactive = no such curve, though single readings can be large; an effect the other way counts as inactive or inconclusive. Unless noted, % is set by controls: 0 for no effect and ±100 for the full control effect; potency is the fitted concentration of half-maximal effect. Hits appear at their usual frequency; about 0.53% have a hit in one of these screens.

SMILES | FEN1 inh | TDP1 block | N370S GC mod
CCCCOC1CC(c2ccc(OCc3ccc(OC)cc3)c(OC)c2)N(C)O1 (stereo not drawn) | -18% | 2% | 1%
Cc1noc(NC(=O)c2ccc(F)cc2)c1C#N | 10% | 8% | -4%
O=C(NCc1ccco1)/C(=C\c1cccs1)NC(=O)c1ccccc1 | -6% | -1% | 0%
CC1CCN(S(=O)(=O)c2ccc3c(ccn3CCC(=O)N3CCCCC3)c2)CC1 | 1% | 5% | -1%
COc1ccc(N(C(=O)COc2cccc(C)c2)S(=O)(=O)c2ccc(C)cc2)cc1 | -1% | 0% | 28%
COC(=O)c1ccccc1NC(=O)Cn1c(SC)c(F)cnc1=O | -1% | 3% | 5%
CCOc1ccc(-c2nc(N)ncc2Oc2ccccc2Br)c(O)c1 | -25% | 0% | u
O=C(NNC(=O)c1cccnc1SCc1cccc([N+](=O)[O-])c1)c1ccccn1 | -4% | 10% | 4%
Cc1cccc(C(=O)NCCc2sc(-c3ccccc3)nc2C)c1 | -20% | 7% | x
Cc1nc2c3ccccc3n(CC#N)c(=O)n2n1 | 19% | 4% | 4%
CCC(=O)NNc1cc(=O)c2c(=O)n(C)c(=O)n(C)c2[nH]1 | -7% | -4% | 7%
COc1cc(CNc2ccc(O)cc2)cc(Br)c1OCc1ccccc1F | -16% | -2% | 12%
Cc1ccc(S(=O)(=O)/N=C2\C=C(Nc3cccc(C(=O)O)c3)C(=O)c3ccccc32)cc1 | u | 11% | 14%
COc1ccc(NC(=O)Cc2csc(C)n2)cc1 | 4% | -2% | x
Cc1ccc2nc(N(Cc3cccnc3)C(=O)COc3ccccc3)sc2c1 | 13% | 3% | x
COc1cc2cc3c(N)c(C(=O)Nc4sc(C)c(C)c4C#N)sc3nc2cc1OC | 50µM* | -14% | -2%
CCCOc1ccc(CNC(=O)C2CCN(C(=O)c3sccc3-n3cccc3)CC2)cc1 | -13% | 6% | x
CCOc1ccc(-c2nnc3ccc(SC(C)C)nn23)cc1 | 8% | x | 18%
CCSc1nnc(-c2ccncc2)o1 | -3% | 0% | 5%
COc1cc(C(=O)Nc2sc3c(c2C(N)=O)CCC(C)C3)cc(OC)c1OC (stereo not drawn) | 15% | 1%[12.3 µM] | x
O=C(C1CCCCC1)N1CC(=O)N2CCc3ccccc3C2C1 (stereo not drawn) | x | 4% | 3%&0%&-1%
C=CCC(CC=C)(C(N)=O)c1ccccc1 | 0% | 0% | 15%
Cc1ccc(-c2nnc(SCC(=O)NC3CCCC3)n2C)cc1 | -2% | x | 0%
O=C(NCc1ccccc1)c1ccc(CNS(=O)(=O)c2ccc(Br)cc2)cc1 | -2% | -5% | x
Cc1cc(Cl)ccc1OCC(=O)N1CCC(c2nc3ccccc3o2)CC1 | -8% | -2% | x
CCc1ccc(-n2c(=O)c3c4c(sc3n(Cc3ccc(C)cc3)c2=O)CCC4)cc1 | -8% | -5% | x
O=C(Nc1ccc(Cl)c(Cl)c1)N(Cc1cccnc1)Cc1ccco1 | -6% | 3% | 3%
CC(C)CCNC(=O)CCCN1C(=O)c2ccccc2Sc2ncccc21 | 16% | 5% | x
COc1ccc(S(=O)(=O)N2CCOC2CNC(=O)C(=O)NCCc2ccccc2)cc1 (stereo not drawn) | -3% | x | u
CCOC(=O)C1C(=O)OC(C)(C)C1C(C)C(=O)c1ccc(C)cc1C (stereo not drawn) | 0% | 4% | 12%
CCCCNC(=O)c1ccc(NC(=O)C2CCCO2)cc1 (stereo not drawn) | -2% | 10% | 4%
O=[N+]([O-])c1cncc([N+](=O)[O-])c1Nc1cccc(O)c1 | -10% | 4% | 4%
CC(C)NC(=O)CN1C(=O)NC(CCc2ccccc2)C1=O (stereo not drawn) | 10% | -1% | 6%
CCC(CC)C(=O)Nc1ccc2nc(SCC(=O)N3CCCC3)sc2c1 | 13% | -1% | x
COc1cccc2c1nc(C)c1cc(C)oc12 | 9% | 7% | 5%
COc1ccccc1CNC(=O)CCc1nnc2ccc(NCCCN3CCCC3=O)nn12 | -3% | 0% | -4%
O=C(Nc1ccc(F)cc1F)c1cc(Cl)sc1Cl | -3% | x | -6%
C[C@]12C(=O)N(c3ccc(Br)cc3)C(=O)N1[C@H]1c3ccccc3OC[C@@H]1[C@H]2c1ccccc1 | 15% | -1% | x
Cc1ccnc(NS(=O)(=O)c2ccc(NC(=O)/C=C/c3cccs3)cc2)n1 | 17% | 5% | -16%
O=C(NCCN1CCOCC1)c1sc2ccccc2c1Cl | -6% | 6% | 0%

A run of entries of the results above:
SMILES | FEN1 inh | TDP1 block | N370S GC mod
CCOc1ccc(-c2nnc3ccc(SC(C)C)nn23)cc1 | 8% | x | 18%
CCSc1nnc(-c2ccncc2)o1 | -3% | 0% | 5%
COc1cc(C(=O)Nc2sc3c(c2C(N)=O)CCC(C)C3)cc(OC)c1OC (stereo not drawn) | 15% | 1%[12.3 µM] | x

(cont.)
SMILES | FEN1 inh | TDP1 block | N370S GC mod
CCOC(=O)c1ccc(NC(=O)c2cc(C)nc3ccccc23)cc1 | -3% | x | 8%
COc1ccc(Cl)cc1NC(=O)CN(C)CC(=O)Nc1ccc(Br)cc1 | -9% | 7% | 4%
CCOc1ccccc1NC(=O)CSc1nnc(-c2ccccc2Cl)n1Cc1ccco1 | -5% | 10% | u
Clc1ccc(Cn2c(/C=C/c3ccco3)nc3ccccc32)cc1 | -17% | 8% | 13%
Cc1cc(C)cc(-n2c(C)nc3cc(C(=O)O)ccc32)c1 | -9%&2% | 0%&5% | -19%
CCOc1ccccc1C(=O)N[C@H](C(=O)NCc1ccccc1)C(C)C | 6% | 0% | -2%
COCCn1c(SCC(=O)Nc2ccccc2C(F)(F)F)nc2ccccc2c1=O | -1% | x | -10%
C/C(N)=C(/C#N)C(=O)COC(=O)CNS(=O)(=O)c1ccc2ccccc2c1 | 13% | -2% | -5%
O=[N+]([O-])c1ccc(COc2cccc(CNc3ccc(F)cc3)c2)cc1 | -1% | 3% | 11%
CC(=O)C[C@@H](O)CC(=O)[C@H]1OC(=O)CCCCCCc2ccccc21 | 4% | 1% | x
Oc1c(Br)cc(Br)cc1CNn1cnnc1 | -3% | 4% | -10%
Clc1ccc(-c2nc(Cc3ccccc3)no2)cc1 | -8% | -11% | 4%
Cc1ccn2c(Nc3ccc4c(c3)OCCO4)c(-c3cccs3)nc2c1 | -18% | 8% | x
O=C(COc1ccccc1)NC(=S)Nc1cccc([N+](=O)[O-])c1 | -1% | 3% | 7%
Oc1ccc2ccccc2c1C=NC1CCCCC1 | -21% | 5% | 15%
Fc1ccc(-n2cc(CNCCc3ccccn3)c(-c3ccccc3Cl)n2)cc1 | -4% | 7% | -23%
COc1ccccc1CNC(=O)COC(=O)c1cccc(S(=O)(=O)N2CCCCC2)c1 | -4% | 0% | 0%
CN(c1ccccc1)S(=O)(=O)c1cc(C(=O)OCC(=O)N2CCN(C(=O)c3ccco3)CC2)ccc1Cl | 2% | 3% | -1%
CCN(C(=O)COC(=O)c1nc2nc(C)cc(C)n2n1)C1CCS(=O)(=O)C1 (stereo not drawn) | 24% | 0% | -3%
CCn1c(SCC(=O)Nc2cc(C)on2)nnc1-c1ccc(OC)cc1 | -4% | 6% | -6%

Some of the entries so far, with values ahead of the structure:
| FEN1 inh | TDP1 block | N370S GC mod | Molecule |
| --- | --- | --- | --- |
| -9%&2% | 0%&5% | -19% | Cc1cc(C)cc(-n2c(C)nc3cc(C(=O)O)ccc32)c1 |
| 6% | 0% | -2% | CCOc1ccccc1C(=O)N[C@H](C(=O)NCc1ccccc1)C(C)C |
| -1% | x | -10% | COCCn1c(SCC(=O)Nc2ccccc2C(F)(F)F)nc2ccccc2c1=O |
| 13% | -2% | -5% | C/C(N)=C(/C#N)C(=O)COC(=O)CNS(=O)(=O)c1ccc2ccccc2c1 |
| -1% | 3% | 11% | O=[N+]([O-])c1ccc(COc2cccc(CNc3ccc(F)cc3)c2)cc1 |
| 4% | 1% | x | CC(=O)C[C@@H](O)CC(=O)[C@H]1OC(=O)CCCCCCc2ccccc21 |
| -3% | 4% | -10% | Oc1c(Br)cc(Br)cc1CNn1cnnc1 |
| -8% | -11% | 4% | Clc1ccc(-c2nc(Cc3ccccc3)no2)cc1 |
| -18% | 8% | x | Cc1ccn2c(Nc3ccc4c(c3)OCCO4)c(-c3cccs3)nc2c1 |
| -1% | 3% | 7% | O=C(COc1ccccc1)NC(=S)Nc1cccc([N+](=O)[O-])c1 |
| -21% | 5% | 15% | Oc1ccc2ccccc2c1C=NC1CCCCC1 |
| -4% | 7% | -23% | Fc1ccc(-n2cc(CNCCc3ccccn3)c(-c3ccccc3Cl)n2)cc1 |
| -4% | 0% | 0% | COc1ccccc1CNC(=O)COC(=O)c1cccc(S(=O)(=O)N2CCCCC2)c1 |
| 2% | 3% | -1% | CN(c1ccccc1)S(=O)(=O)c1cc(C(=O)OCC(=O)N2CCN(C(=O)c3ccco3)CC2)ccc1Cl |
| 24% | 0% | -3% | CCN(C(=O)COC(=O)c1nc2nc(C)cc(C)n2n1)C1CCS(=O)(=O)C1 (stereo not drawn) |
| -4% | 6% | -6% | CCn1c(SCC(=O)Nc2cc(C)on2)nnc1-c1ccc(OC)cc1 |

Later entries:
SMILES | FEN1 inh | TDP1 block | N370S GC mod
CCNC(=S)NCc1ccc2[nH]c(C)cc2c1 | -6% | 9% | -1%
CCOC(=O)C1=C(C)Nc2nc(SCC)[nH]c(=O)c2C1c1ccncc1 (stereo not drawn) | 2% | 3% | 0%
COC(=O)c1ccc2c(c1)S(=O)(=O)NC(=NCc1ccco1)S2 | -8% | -2% | 5%
NC(CSS(=O)(=O)O)=NCCC12CC3CC(CC(O)(C3)C1)C2 | -12% | 3% | 17%
COc1ccccc1C(=O)Nc1nc2nc(C)c(Cc3ccccc3)c(=O)n2[nH]1 | 9% | -2% | x
O=C(O)c1cccc(-c2ccc(/C=N/n3cnnc3)o2)c1 | 14% | x | -6%
COc1cc(C(C)=O)ccc1OC(=O)c1cc2cccc(OC)c2oc1=O | -7% | 0% | -9%
O=C(COC(=O)CCC(=O)c1ccc(F)cc1)Nc1cccc(S(=O)(=O)N2CCCC2)c1 | -8% | 3% | -5%
C=CCN(CC=C)C(=O)C1CCN(S(=O)(=O)c2ccc(-n3cnnn3)cc2)CC1 | -5% | x | -14%
CN=C1SC(CC(=O)NCCc2ccc(OC)c(OC)c2)C(=O)N1C (stereo not drawn) | -1%&-1% | 2% | 2%
CCOc1ccccc1C1C(C(N)=O)=C(C)Nc2nc(CCCO)nn21 (stereo not drawn) | 19% | 4% | -3%
NS(=O)(=O)c1ccc(CCNC(=O)c2cccc(S(=O)(=O)N3CCCC3)c2)cc1 | -1% | -5% | x
Cc1c(C(C)NC(=O)c2cc(COc3cccc4cnccc34)on2)cnn1C (stereo not drawn) | 2% | 4% | -3%
CCN1C(=O)C2C(c3ccccc3F)NC(Cc3ccc(O)cc3)(C(=O)OC)C2C1=O (stereo not drawn) | -1% | 3% | -16%
Cc1ccc(-c2csc(NC(=O)/C=C/c3ccco3)c2C(=O)O)cc1 | -30% | x | -9%
CSCC[C@H](NC(=O)[C@H](Cc1ccccc1)n1c(=O)[nH]c2ccccc2c1=O)C(=O)N1CCC[C@H]1C(=O)O | 2% | x | -8%
COc1ccc(NC(=O)C(C)N2C(=O)c3ccccc3C2=O)cc1S(=O)(=O)N1CCOCC1 (stereo not drawn) | 5% | 5% | -3%
COc1ccc(/C=C/C(=O)OCC(=O)Nc2ccc(OC)c(S(=O)(=O)N3CCCCC3)c2)cc1 | 4% | 3% | 3%
O=C(Cn1cnc2c(OCc3ccccc3)ncnc21)NCCN1CCOCC1 | 16% | 1% | x
COc1ccccc1CNC(=O)C1CCC(CNS(=O)(=O)c2ccc(C)cc2)CC1 (stereo not drawn) | 8% | x | -9%
O=C(CNC(=O)c1cccc(OC(F)F)c1)Nc1ccc(Cl)cc1 | -11% | x | -11%
CCCCn1c(N)c(N(CCOC)C(=O)COC(=O)COc2c(C)cc(C)cc2C)c(=O)[nH]c1=O | 7% | -1% | 2%
